APP 5UTR inh = APP translation inhibition; SH-SY5Y APP 5'UTR-luciferase reporter, luminescence; 0.82% of 190,000 active; inhibition, % at 2 µM; AID 1285;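 active = inhibition above a set limit, derived from the sample mean plus 3 SD, cut at about 45% in these data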; also: values of inactives mirror those of a sister screen read the other way
bIAP activator = increases bovine intestinal alkaline phosphatase activity; activation factor at 20 µM; purified bovine IAP, CDP-star luminescence, 30 min; hits give high values; fold of DMSO-control signal, blank-subtracted; 0.17% of 200,000 active;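 active = activation factor of 2 or more at 20 µM, a signal rise over negative controls twice the positive control's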
FLuc stim CS = firefly luciferase counter-screen for stimulation assays | ATPlite luciferase biochemical, luminescence, 10 min; 0 = ATP-free wells, 1 = DMSO control | AID 1027 | activation factor at 10 µM | 200,000 tested, under 10 active | P08659;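 active = luciferase activation factor, scaled between plate controls, of at least 2 with compound at 10 µM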
Target sequence (P08659 whole entry, looked up): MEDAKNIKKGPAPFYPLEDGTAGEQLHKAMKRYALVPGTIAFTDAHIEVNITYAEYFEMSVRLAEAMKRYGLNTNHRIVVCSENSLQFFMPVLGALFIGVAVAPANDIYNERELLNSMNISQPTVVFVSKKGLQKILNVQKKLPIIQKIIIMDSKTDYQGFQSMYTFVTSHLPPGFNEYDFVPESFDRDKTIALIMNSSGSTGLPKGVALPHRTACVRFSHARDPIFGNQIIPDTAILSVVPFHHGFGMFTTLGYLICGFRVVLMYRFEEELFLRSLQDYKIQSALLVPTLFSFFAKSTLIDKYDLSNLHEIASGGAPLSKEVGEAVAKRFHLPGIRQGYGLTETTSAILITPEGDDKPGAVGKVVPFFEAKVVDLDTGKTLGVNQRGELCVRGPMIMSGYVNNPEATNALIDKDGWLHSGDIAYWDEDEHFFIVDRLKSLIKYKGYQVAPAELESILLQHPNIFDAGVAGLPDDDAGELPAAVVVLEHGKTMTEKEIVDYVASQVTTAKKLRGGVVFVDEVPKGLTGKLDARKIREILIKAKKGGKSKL
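System: luciferase plus luciferin reagent, cell-free; medium: PBS as buffer for the ATP substrate; dosing: test compounds dosed from 2 mM stocks in 100% DMSO; timing: 10 min post-reagent at room temperature; measured by: luminescence measurement of luciferase light output; evaluation: luciferase activation, seen as luminescence increase over controls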
RAM network inh = blocks the yeast RAM network. S. cerevisiae dse1pr::URA3 reporter, 5-FOA growth OD615, 2 d; analog-sensitive cbk1-as2 kinase mutant strain. inhibition, % at 50 µM. 1.8% of 190,000 active;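 active = inhibition above a set limit, 3 SD over mean compound inhibition, cut at about 8.4% in these data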;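 also: 0% = DMSO-only wells with no growth and 100% = 10 µM 1-NA-PP1 full growth; inhibition rescues growth on 5-FOA so higher OD means more RAM inhibition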
Lmaj promast = inhibitors of Leishmania major promastigote growth; Leishmania major promastigotes, resazurin fluorescence viability; inhibition, % at 10 µM; 9% of 200,000 active; AID 1063; in the data active = inhibition above about 50%;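 also: promastigotes grown with compound for 44 hours at 28 °C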
TNAP act hiacc = TNAP (human) activation, high acceptor | 200,000 tested, under 10 active | P05186 | purified TNAP, CDP-star luminescence, 1 M DEA, 30 min; hits give high values; 0 = EDTA background, 1 = DMSO-only activity | activation factor at 20 µM;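 active = activation factor at least 2 at 20 µM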
Target sequence (P05186 whole entry, looked up): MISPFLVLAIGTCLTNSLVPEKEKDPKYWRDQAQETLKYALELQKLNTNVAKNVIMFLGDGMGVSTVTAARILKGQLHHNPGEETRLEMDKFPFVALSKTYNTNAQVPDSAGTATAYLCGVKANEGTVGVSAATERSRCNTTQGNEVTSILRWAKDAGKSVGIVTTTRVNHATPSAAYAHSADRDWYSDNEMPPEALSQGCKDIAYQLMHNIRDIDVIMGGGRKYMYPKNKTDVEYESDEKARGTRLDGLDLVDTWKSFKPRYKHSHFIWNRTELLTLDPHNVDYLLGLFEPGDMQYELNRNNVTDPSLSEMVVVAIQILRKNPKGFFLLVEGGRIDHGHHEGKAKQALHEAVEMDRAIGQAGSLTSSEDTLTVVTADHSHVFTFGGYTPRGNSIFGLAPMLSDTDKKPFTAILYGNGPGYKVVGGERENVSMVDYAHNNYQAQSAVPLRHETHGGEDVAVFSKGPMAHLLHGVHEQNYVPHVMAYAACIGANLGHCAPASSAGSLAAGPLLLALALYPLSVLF
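system = human TNAP | amount = enzyme diluted 1/800 final | reagent = 100 µM CDP-star substrate | signal = luminescent substrate turnover signal | dosing = one dose, 20 µM | benchmarks = EDTA negative control, DMSO positive control | measure = activation factor | timing = 30 min reaction, room temperature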
TNAP inh no acc = inhibitors of human TNAP without phosphate acceptor; P05186; purified TNAP, CDP-star luminescence, 30 min; inhibition, % at 20 µM; 0.26% of 200,000 active; AID 1012;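 active = tissue-nonspecific alkaline phosphatase inhibition above about 50% at 20 µM in the single-dose screen, limit read from the data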;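 also: 0% = DMSO negative control and 100% = EDTA positive control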
TNAP inh hi DEA = blocks human TNAP under high phosphate acceptor concentration | P05186 | purified TNAP, CDP-star luminescence, 1 M DEA | inhibition, % at 20 µM | 0.03% of 200,000 active;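 active = over 50% inhibition of tissue-nonspecific alkaline phosphatase at 20 µM in the single-dose screen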;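 also: plate controls were DMSO wells for no effect and EDTA-quenched wells as full inhibition for full effect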
FLuc inh counter = Photinus pyralis luciferase inhibition counter-screen; 1.5% of 200,000 active; P08659; ATPLite firefly luciferase biochemical luminescence, 10 min; inhibition, % at 10 µM;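 active = inhibition above about 50% when tested at 10 µM, limit read from the data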
bIAP inhibitor = intestinal alkaline phosphatase (bovine) inhibition. purified bovine IAP, CDP-star luminescence, 30 min. inhibition, % at 20 µM. 190,000 tested, under 10 active. AID 1019;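 active = over 50% inhibition of intestinal alkaline phosphatase at 20 µM in the single-dose screen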
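System: purified bovine intestinal alkaline phosphatase (IAP) enzyme; Input: IAP diluted 1/65,000,000 in the well; Measured by: CDP-star luminescence signal; Compound dosing: 20 µM single dose; Incubation: 30 min reaction at room temperature.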
* = called active by the depositor; nt = not tested or not shown.

The opening ten entries, ahead of the listing:
SMILES	APP 5UTR inh	bIAP activator	FLuc stim CS	RAM network inh	Lmaj promast	TNAP act hiacc	TNAP inh no acc	TNAP inh hi DEA	FLuc inh counter	bIAP inhibitor
O=C(Nc1ccccc1)C(c1ccccc1)C1CCCC1 (stereo not given)	4.0	0.6	1	0.6	15.0	1	-24.0	-4.8	-4.8	42.2
CSc1cnc2c(=O)[nH]c(=O)n(C)c2n1	-6.3	1	1	2.0	-1.2	1	-3.4	-1.0	-4.6	4.8
O=C(CCc1ccc(S(=O)(=O)N2CCCCC2)cc1)c1nnc(-c2ccccc2)o1	-11.8	1.1	1.1	4.0	4.4	1	-3.9	-3.7	-7.3	-10.2
CN(C)NC(=S)Nc1ccc2nc(-c3ccccn3)c(-c3ccccn3)nc2c1	-10.2	0.9	1	-0.6	-5.0	1	-8.9	-1.5	-4.5	5.0
Cc1cc(C=C2C(=O)c3ccccc3C2=O)c(C)n1-c1ccc(C(=O)O)cc1	1.7	1.1	1.1	4.8	3.5	0.8	15.0	17.7	-6.6	-6.8
CCc1ccc(NS(=O)(=O)c2ccc3[nH]cc(C(=O)NCC4CCCO4)c(=O)c3c2)cc1 (stereo not given)	-18.0	0.4	1.1	4.9	-15.5	1	-4.0	1.5	-5.0	nt
CCOC(=O)CN1CCS(=O)(=O)CC1	-15.6	1.1	1.1	2.6	-4.5	1	-5.7	-2.7	-6.8	-7.5
CCOC(=O)/C(=C/c1ccccc1)NC(=O)c1ccco1	-10.8	1	1	1.4	-4.4	1	4.8	-1.0	-0.4	3.3
CC1(C)CC(NC(=O)C(=O)NCCc2ccc(Cl)cc2)CC(C)(C)N1	-6.8	0.8	1	0.1	0.7	1.1	-10.7	-5.9	-3.6	17.5
Cc1[nH]c2ccccc2c1C1(O)C(=O)N(C(C)C)c2ccccc21 (stereo not given)	6.8	0.9	1	-1.0	7.2	1	-10.0	0.1	-4.8	5.7

The list itself, from the start:
SMILES	APP 5UTR inh	bIAP activator	FLuc stim CS	RAM network inh	Lmaj promast	TNAP act hiacc	TNAP inh no acc	TNAP inh hi DEA	FLuc inh counter	bIAP inhibitor
O=C(Nc1ccccc1)C(c1ccccc1)C1CCCC1 (stereo not given)	4.0	0.6	1	0.6	15.0	1	-24.0	-4.8	-4.8	42.2
CSc1cnc2c(=O)[nH]c(=O)n(C)c2n1	-6.3	1	1	2.0	-1.2	1	-3.4	-1.0	-4.6	4.8
O=C(CCc1ccc(S(=O)(=O)N2CCCCC2)cc1)c1nnc(-c2ccccc2)o1	-11.8	1.1	1.1	4.0	4.4	1	-3.9	-3.7	-7.3	-10.2
CN(C)NC(=S)Nc1ccc2nc(-c3ccccn3)c(-c3ccccn3)nc2c1	-10.2	0.9	1	-0.6	-5.0	1	-8.9	-1.5	-4.5	5.0
Cc1cc(C=C2C(=O)c3ccccc3C2=O)c(C)n1-c1ccc(C(=O)O)cc1	1.7	1.1	1.1	4.8	3.5	0.8	15.0	17.7	-6.6	-6.8
CCc1ccc(NS(=O)(=O)c2ccc3[nH]cc(C(=O)NCC4CCCO4)c(=O)c3c2)cc1 (stereo not given)	-18.0	0.4	1.1	4.9	-15.5	1	-4.0	1.5	-5.0	nt
CCOC(=O)CN1CCS(=O)(=O)CC1	-15.6	1.1	1.1	2.6	-4.5	1	-5.7	-2.7	-6.8	-7.5
CCOC(=O)/C(=C/c1ccccc1)NC(=O)c1ccco1	-10.8	1	1	1.4	-4.4	1	4.8	-1.0	-0.4	3.3
CC1(C)CC(NC(=O)C(=O)NCCc2ccc(Cl)cc2)CC(C)(C)N1	-6.8	0.8	1	0.1	0.7	1.1	-10.7	-5.9	-3.6	17.5
Cc1[nH]c2ccccc2c1C1(O)C(=O)N(C(C)C)c2ccccc21 (stereo not given)	6.8	0.9	1	-1.0	7.2	1	-10.0	0.1	-4.8	5.7
COc1ccc(-n2cc(C(=O)O)c(=O)cc2C)cc1	6.2	1	1	-1.0	-5.2	1.1	-11.9	-5.4	-3.1	-4.0
Cc1ccc(NC(=O)CN(C)S(=O)(=O)c2ccc(Br)s2)cc1F	2.1	0.9	1	4.4	-3.4	1	-5.8	-3.7	-0.5	13.5
NC(=O)c1ccc(C(F)(F)F)n(Cc2ccc(F)c(F)c2)c1=O	-0.1	0.9	1	3.6	8.3	1	-11.2	-1.5	-1.7	8.8
CSc1ncccc1C(=O)OCC(=O)N(C)C	-1.0	1.1	1.1	1.6	-3.3	1.1	-15.0	-5.8	-5.8	-8.2
O=C(O)CONC(=O)c1cc(OCC(F)(F)F)ccc1OCC(F)(F)F	-12.8	1	1.1	0.1	-5.2	1.1	-4.1	-7.2	-5.3	4.2
O=C(COc1ccccc1)Nc1ccc2c(c1)nc1n2CCOC1	-29.3	0.9	0.9	0.3	-1.1	1.1	-12.5	-9.8	10.4	13.1
COCCNC(=O)c1sc2nc(-c3ccccc3)cn2c1C	-18.1	1	1	1.2	-5.7	1	-8.6	-0.7	1.3	-1.8
O=C(Nc1ccc(Br)cc1)c1cccc(S(=O)(=O)Nc2cnc3ccccc3c2)c1	-5.8	0.9	1	15.2*	-9.4	1	-13.7	-2.0	-3.8	7.0
Cc1ccc(OCC(=O)NCc2ccccn2)cc1	8.6	1.1	1.1	1.9	-4.0	1.1	-12.2	-6.8	-9.0	-5.7
CCOc1ccccc1C(=O)N(CN1CCCC1=O)c1cccc(Cl)c1	0.9	1	1.1	-1.1	-2.9	1	1.9	-2.3	-7.3	0.4
O=C(N/N=C/c1cccs1)c1cc(C2CC2)nc2ccccc12	15.0	0.9	1	0.4	19.7	1	-0.8	-1.2	-2.9	11.2
COc1cccc(OCCNC(=O)c2ccccc2Sc2ccccc2C#N)c1	-8.7	1.1	1	4.1	29.5	1	-8.0	1.8	-3.9	-14.7
CC(=O)c1cnc(Nc2nc(C)c3ccccc3n2)nc1C	-11.0	1	1	0.5	2.7	1	-7.4	-1.8	-2.5	-1.5
Cc1cccc(NC(=O)C2CC(=O)n3cnnc3S2)c1 (stereo not given)	-17.0	1	1	2.7	7.6	1	-38.3	2.1	-4.0	-0.9
O=C(CSCc1ccc(Cl)cc1)N/N=C/c1ccc(Cl)cc1Cl	-10.5	0.9	1.1	4.0	-8.4	1.1	3.5	-5.6	-9.0	11.5
CCN(CC)c1cnn(C/C(=N\OC)c2ccc(Cl)cc2)c(=O)c1Br	8.8	1	1	1.6	7.9	1	-14.1	0.9	-2.7	-1.0
O=C(NNC(=O)c1ccccc1)C(=O)N1CCCCC1	6.0	1	1.1	0.8	-12.3	1.1	-11.3	-5.2	-7.0	-0.1
Cc1nn(C)c(C)c1CN(C)S(=O)(=O)c1ccc2ccccc2c1	47.3*	1	1.1	1.3	-3.0	1	-0.4	0.8	-9.6	2.6
CC1=C(C(=O)N2CCCC(CCC(=O)NCc3ccc(F)c(F)c3)C2)OCCO1 (stereo not given)	-4.0	1.1	1.1	-1.4	-3.6	1.1	-3.5	-5.6	-8.8	-5.1
S=C(NCc1cccs1)Nc1cccc(Cl)c1	12.1	0.7	1	0.1	12.4	1	-12.1	-2.3	-3.8	29.8
Cc1ccc(S(=O)(=O)Nc2ccc(O)c(Sc3ncn[nH]3)c2)cc1	-1.8	1	1.1	0.8	-1.3	1	74.1*	-4.4	-5.7	1.2
CC(=O)Nc1ccc2oc(-c3ccccc3)nc2c1	-125.8	1.1	0.3	-0.1	0.8	1	-4.8	0.3	69.9*	-12.5
O=C(NNC(=S)Nc1ccc(Cl)cc1)c1ccccc1OC(F)F	-15.6	0.9	1	0.1	-1.4	1	-139.6	-3.7	-3.1	8.3
Cc1ccc2cc(CN(CCCO)S(=O)(=O)c3cccc4nsnc34)c(=O)[nH]c2c1C	-6.7	0.9	1.1	3.1	10.2	1.1	-9.6	-5.6	-5.7	11.6
CCN(CC)c1nc(C)c(C(=S)Nc2cc([N+](=O)[O-])ccc2Cl)s1	-3.3	0.9	1	4.3	2.2	1	-3.1	0.1	-0.8	10.7
CCN(CC)C(=O)C1CCN(S(=O)(=O)c2ccc(-n3cnnn3)cc2)CC1	8.9	1.1	1	-0.2	-11.1	1	-6.4	-1.9	-4.3	-6.1
CCN(CC)C(=O)COc1cc(C)c(Cl)c(C)c1	23.5	0.9	1	-0.8	-5.1	1	-3.7	0.7	-2.9	8.8
CCOC(=O)Cn1c(=O)oc2cc(S(=O)(=O)N3CCn4c3nc3ccccc34)ccc21	8.9	1	1.1	1.7	-4.8	1	6.0	-4.0	-10.0	3.3
CC(=O)c1ccc(OCC(O)Cn2nnc3ccccc32)cc1 (stereo not given)	14.6	1.1	1	-1.1	2.2	1.1	-15.5	-6.8	-1.2	-7.4
COc1cc(/C=C/C(=O)O)cc(S(=O)(=O)N2CCc3ccccc3C2)c1OC	12.0	1.2	1	3.0	-2.7	1.1	-9.7	-5.2	-4.0	-17.2
O=C1CC(Nc2ccc(N3CCOCC3)cc2)C(=O)N1CCc1ccccc1 (stereo not given)	nt	1	1	1.5	-4.1	1	-4.2	-0.5	-1.4	-0.4
O=C(N/C(=C\c1ccco1)C(=O)N1CCOCC1)c1ccco1	4.7	1	1	-1.1	-1.2	1	-8.7	2.8	-0.2	2.2
CCC1CCCCN1C(=O)CNCC1CCCO1 (stereo not given)	9.1	0.9	1.1	0.7	-4.2	1	-3.9	-1.8	-7.9	8.8
O=C(NC1CCCCC1)c1c2c(nc3ccccc13)CCC2	-1.1	1.2	1	2.4	-2.9	1	-0.4	2.7	-0.8	-16.6
Cc1cccc(NC(=O)Cc2coc3ccc4ccccc4c23)n1	-18.8	0.9	1.1	2.4	6.2	1.1	-1.7	-8.4	-5.0	11.8
O=S(=O)(Nc1cccnc1)c1cccc(C(F)(F)F)c1	-3.8	0.9	1	0.3	-7.5	1	3.4	3.3	-2.5	7.9
O=C(Nc1cccnc1)C1CCN(S(=O)(=O)c2cccs2)CC1	-5.5	1	1.1	-0.1	13.8	1	-3.4	-3.8	-10.9	0.4
CC(=O)N1CCc2cc(C(=O)CN3CCN(C(=O)c4ccco4)CC3)ccc21	nt	1.1	1.1	4.5	-6.2	1	-11.0	-1.8	-5.5	-10.2
Cc1ccc2nc(Cl)c(CN(C(=O)c3cnccn3)C3CCCCC3)cc2c1	-5.4	0.9	1	-0.4	53.1*	1	-7.8	-1.6	-2.3	6.5
CCCC/C=C/C(NC(=O)CCc1ccccc1)c1ccccc1 (stereo not given)	3.2	0.6	1	4.3	-0.7	1	-14.7	-2.2	-0.6	40.7
Cc1cc(NC(=O)c2c([N+](=O)[O-])c(C)nn2C)no1	13.2	1	1.1	3.1	-0.6	1	4.4	-0.8	-9.5	0.1
CC(/C=C/c1ccco1)=N\NC(=O)c1cc(Cl)ccc1O	-6.4	1	0.9	0.0	-6.4	1	-13.9	2.9	11.3	-2.5
CC(C)Sc1cc(N2CCCC2)nc(-c2ccc(F)cc2)n1	-3.0	1	1	2.6	-1.6	1	-4.9	-2.9	-4.7	4.3

Bioassay records as filed in PubChem BioAssay.

This is a random part of the collection; any-hit rate near 13%.
